# AmpC inh det = AmpC beta-lactamase inhibition, detergent assay | P00811 | purified AmpC, nitrocefin hydrolysis with detergent | Potency, µM (series often up to 28.7 µM), inactives show top-dose activity change, negative = inhibition | hit rate 0.09% among 71,000 | AID 584; active = well fitted curve in the direction sought with a large enough effect
# Target sequence (P00811 whole entry, looked up): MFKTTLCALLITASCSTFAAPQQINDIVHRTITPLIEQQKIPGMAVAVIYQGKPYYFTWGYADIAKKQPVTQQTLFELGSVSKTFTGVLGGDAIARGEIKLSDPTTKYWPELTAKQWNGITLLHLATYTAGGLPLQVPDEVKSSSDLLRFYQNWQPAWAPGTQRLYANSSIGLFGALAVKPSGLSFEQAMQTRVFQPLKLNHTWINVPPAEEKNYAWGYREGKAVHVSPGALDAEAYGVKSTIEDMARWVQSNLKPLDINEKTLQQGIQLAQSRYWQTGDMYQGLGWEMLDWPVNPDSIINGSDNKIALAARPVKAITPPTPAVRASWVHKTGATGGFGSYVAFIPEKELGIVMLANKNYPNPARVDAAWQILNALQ
#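 E. coli AmpC (5.3 nM) in 20 mM phosphate pH 7.0 with 0.01% Triton X-100, preincubated 15 min RT with compound; nitrocefin (2 uL of 800 uM stock) hydrolysis followed by 480 nm absorbance every 20 s over 4 min.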
# * marks the source's active call; other numbers are inactive results; & = joins results of further samples; [ ] = another dose, or the depositor's remark. % is scaled to controls: 0 for no effect and ±100 for the full control effect; potency is read from the fitted curve at half-maximal effect.
SMILES,AmpC inh det
CC(OC(=O)CNC(=O)c1ccc2c(c1)OCO2)C(=O)NCCC1=CCCCC1 (stereo not drawn),-3.6%
Cc1nnc(SCc2ccccc2C#N)n1-c1ccccc1,-6.1%
COc1ccccc1CC1(C)NC(=O)N(CC(=O)N2CC(C)OC(C)C2)C1=O (stereo not drawn),-2.8%
CC(C)Cc1ccc(C(C)C(=O)N2CCOCC2)cc1 (stereo not drawn),-2.2%
CC(C(=O)NCC1CCCO1)n1cccc1C(=O)c1ccccc1 (stereo not drawn),8.6%
COc1ccc(S(=O)(=O)N2CC(C)N(S(=O)(=O)c3ccc(OC)cc3)CC2C)cc1 (stereo not drawn),9.3%
COC(=O)Cc1[nH]nc2c1C1(CCSCC1)C(C#N)=C(N)O2,-4.3%
CC(=O)Nc1ccc(S(=O)(=O)N(C)CC(=O)NC2=NCCS2)cc1,2.0%
COc1cc(OC)cc(-c2cc3nc(C)c(CCC(=O)O)c(C)n3n2)c1,12.6%
COc1cccc(-c2nccc(NCc3cnc(C)cn3)n2)c1,12.5%
O=S(=O)(NCc1ccccc1)c1ccc(S(=O)(=O)N(Cc2ccccn2)Cc2ccco2)cc1,10.3%
CCS(=O)(=O)N1CCCC(C(=O)NC2CCCCC2)C1 (stereo not drawn),-4.2%
O=C(c1ccncc1)N1CCN(C(=O)c2ccncc2)CC1,-4.2%
COC(=O)NCC1(C)CC(NC(=O)OC)CC(C)(C)C1 (stereo not drawn),-4.2%
CCOc1ccc(N2C(=O)CC(N3CCN(C4CCc5ccccc5C4)CC3)C2=O)cc1 (stereo not drawn),6.4%
c1ccc(-c2nn3c(C4CCCCC4)nnc3s2)nc1,-2.2%
CNC(=O)Nc1ccccc1C(=O)NCc1ccccc1,-2.4%
CC1CN(C(=O)CSc2nnc(-c3ccc(Cl)cc3)n2C)CC(C)O1 (stereo not drawn),-6.0%
CCOC(=O)C1CCCN(Cc2c(Cl)cccc2Cl)C1 (stereo not drawn),-3.2%
COCCn1c(=O)cnc2cnc(Oc3cccc(Cl)c3)nc21,-1.8%

# Single entries from above:
# AmpC inh det result of COc1ccccc1CC1(C)NC(=O)N(CC(=O)N2CC(C)OC(C)C2)C1=O (stereo not drawn) stands at -2.8%
# AmpC inh det result of CCOC(=O)C1CCCN(Cc2c(Cl)cccc2Cl)C1 (stereo not drawn) stands at -3.2%

# New compounds follow:
SMILES,AmpC inh det
N#Cc1nc(-c2cccs2)oc1NCc1ccco1,-1.8%
O=C(NCc1ccc(Cl)cc1)c1noc2c1CCCCC2,-4.0%
COC(=O)c1ccccc1NC(=O)COC(=O)c1cccnc1,-1.6%
C=CCN(CC=C)CC(O)Cn1c2ccccc2c2ccccc21 (stereo not drawn),-3.2%
COC(=O)c1ccc(C(NC(=O)OCc2ccccc2)/C(F)=C/[C@@H](C)C(=O)NCc2ccc(-c3ccccc3)cc2)cc1 (stereo partly drawn),19.1%
COC(=O)c1cc(Br)ccc1OC(=O)c1cccnc1,-3.9%
COc1ccc(Oc2coc3cc(OC(=O)N4CCOCC4)ccc3c2=O)cc1,-2.4%
COc1ccc(-c2noc(CCC(=O)Nc3cc(OC)ccc3OC)n2)cc1,-3.6%
CS(=O)(=O)Nc1ccc2c(c1)nc1n2CCOC1,15.5%
Cc1cc(C)c2cc(CN(CC3CCCO3)C(=O)NC3CCCCC3)c(=O)[nH]c2c1 (stereo not drawn),2.1%
CC(=O)Nc1ccc(S(=O)(=O)N2CCN(CC(=O)NC3CCCC3)CC2)cc1,0.1%
O=C(Nc1ccc(Cl)cc1)Nc1ccc(N2CCOCC2)cc1,-3.3%
O=C(COc1ccc(Br)cc1)N1CCCCCC1,-5.7%
CC1(C)CNC(=O)C=C(c2ccccc2)C1,11.0%
CCOC(=O)N1CCC(NC(=O)CN2C(=O)CCSc3ccccc32)CC1,11.3%
CCOC(=O)C1C(C#N)=C(N)OC(C)=C1c1ccncc1 (stereo not drawn),-2.7%
O=P(O)(O)c1ccccc1OCCCCCOc1ccccc1P(=O)(O)O,7.6%
Brc1ccc(C2=Nn3c(nnc3-c3cccnc3)SC2)s1,-3.5%
COc1cc(C2CC(=O)NC3=C2C(=O)CC(C)(C)C3)ccc1O (stereo not drawn),0.2%
CCCCCC(C)n1[nH]c(=O)c2c(C)cc(C)nc21 (stereo not drawn),10.0%

# Already shown: an excerpt of the list.
SMILES,AmpC inh det
O=C(NCc1ccc(Cl)cc1)c1noc2c1CCCCC2,-4.0%
COC(=O)c1ccccc1NC(=O)COC(=O)c1cccnc1,-1.6%
C=CCN(CC=C)CC(O)Cn1c2ccccc2c2ccccc21 (stereo not drawn),-3.2%
COC(=O)c1ccc(C(NC(=O)OCc2ccccc2)/C(F)=C/[C@@H](C)C(=O)NCc2ccc(-c3ccccc3)cc2)cc1 (stereo partly drawn),19.1%
COC(=O)c1cc(Br)ccc1OC(=O)c1cccnc1,-3.9%
COc1ccc(Oc2coc3cc(OC(=O)N4CCOCC4)ccc3c2=O)cc1,-2.4%
COc1ccc(-c2noc(CCC(=O)Nc3cc(OC)ccc3OC)n2)cc1,-3.6%
CS(=O)(=O)Nc1ccc2c(c1)nc1n2CCOC1,15.5%
Cc1cc(C)c2cc(CN(CC3CCCO3)C(=O)NC3CCCCC3)c(=O)[nH]c2c1 (stereo not drawn),2.1%
CC(=O)Nc1ccc(S(=O)(=O)N2CCN(CC(=O)NC3CCCC3)CC2)cc1,0.1%
O=C(Nc1ccc(Cl)cc1)Nc1ccc(N2CCOCC2)cc1,-3.3%
O=C(COc1ccc(Br)cc1)N1CCCCCC1,-5.7%
CC1(C)CNC(=O)C=C(c2ccccc2)C1,11.0%
CCOC(=O)N1CCC(NC(=O)CN2C(=O)CCSc3ccccc32)CC1,11.3%
CCOC(=O)C1C(C#N)=C(N)OC(C)=C1c1ccncc1 (stereo not drawn),-2.7%
O=P(O)(O)c1ccccc1OCCCCCOc1ccccc1P(=O)(O)O,7.6%
Brc1ccc(C2=Nn3c(nnc3-c3cccnc3)SC2)s1,-3.5%
COc1cc(C2CC(=O)NC3=C2C(=O)CC(C)(C)C3)ccc1O (stereo not drawn),0.2%
CCCCCC(C)n1[nH]c(=O)c2c(C)cc(C)nc21 (stereo not drawn),10.0%

# Further records.
SMILES,AmpC inh det
Cc1onc(-c2c(Cl)cccc2Cl)c1C(=O)Nc1ccc2c(c1)OCCO2,2.5%
COCCCn1c(=N)c(C(=O)NCC2CCCO2)cc2c(=O)n3cccc(C)c3nc21 (stereo not drawn),6.7%
CCOc1ccc(Cc2nccc3cc(OCC)c(OCC)cc23)cc1OCC,-2.1%[12.8 µM]
O=C(CCCn1c(=O)c2sccc2n(Cc2ccc(F)cc2)c1=O)NCc1ccco1,9.2%
COC(=O)CSc1nc2c(c(-c3ccco3)c1C#N)CCCC2,-1.6%
C=CCn1c(SCC(=O)Nc2ccccc2C)nnc1-c1ccncc1,11.8%
CCN1CCN(c2ncc(C(=O)Nc3cc(Cl)c(OC)cc3OC)c3ccccc23)CC1,-0.1%
Cc1cc(N2C(=O)CC(N3CCC(n4c(=O)[nH]c5ccccc54)CC3)C2=O)no1 (stereo not drawn),-0.7%
CC1(c2ccccc2)NC(=O)N(CCN2C(=O)c3ccccc3C2=O)C1=O (stereo not drawn),0.2%
Cc1ccc2cccc(SCC(=O)N3CCOCC3)c2n1,6.6%
Cn1c(Cc2ccccc2)nnc1SCC(=O)Nc1ccccc1N1CCOCC1,-5.8%
Cn1c(=O)c2ccccc2n(Cc2ccccc2F)c1=O,-6.9%
COc1cccc(-c2cncnc2NCc2cnc(C)cn2)c1,-4.2%
CN(C)c1ccc(-c2nnc(-c3ccc(S(=O)(=O)C(F)F)cc3)o2)cc1,-2.5%
CCCCNC(=O)CSc1nc2ccccc2c(=O)n1C1CCCC1,-5.8%
Cc1cc(=O)n2nc(N3CCC(C(=O)NCc4cccnc4)CC3)sc2n1,7.2%
CCOc1ccccc1OCC(=O)Nc1nnc(COC)s1,6.2%
CCOCCCNC(=O)c1ccccc1SCC,-2.3%
COc1ccc2c(c1)-c1nc(NC(=O)c3ccco3)sc1CC2,-3.5%
O=C(OCC(=O)N1CCOCC1)c1ccccc1SCC(=O)N1CCCC1,-1.2%
CC(=O)c1c(N2CCCCC2)nc(=O)n(-c2ccccc2)c1C,-2.8%
CC(C)[C@@H](CC(=O)N[C@@H]1CCCC[C@H]1C(=O)N[C@H](CC(=O)N[C@@H](CCC(=O)O)CC(=O)O)Cc1ccccc1)NC(=O)C[C@H](Cc1c[nH]c2ccccc12)NC(=O)[C@@H]1CNCC[C@H]1N,1.1%
CCOC(=O)CCCCC(=O)c1[nH]c(=O)[nH]c1CSc1nc(-c2ccccc2)c(C#N)c(=O)[nH]1,-6.5%
COc1ccc(-c2nnc(SCC(=O)OC3CCCCC3)o2)cc1OC,-2.5%
COc1ccc(NC(=O)C2CCC(C)(C(=O)O)C2(C)C)cc1 (stereo not drawn),11.8%
Clc1ccc(Cc2nnc(-c3ccccc3Br)o2)cc1,8.8%
CCOC(=O)N1CCC(N2Cc3cccc(C(=O)NCc4ccc(C)cc4)c3C2=O)CC1,11.5%
N#Cc1ccc(Sc2nc3ccccc3[nH]2)cc1C#N,4.0%
Cc1nn2c(N3CCCC3)cc(C(C)C)nc2c1-c1ccccc1,-1.7%
Cc1ccccc1-n1c(C)nnc1SCC(=O)NCC1CCCO1 (stereo not drawn),-2.1%
CCOc1cccc(NC(=O)CC#N)c1,-4.5%
COC(=O)C1=C(C)NC(=O)C1(Nc1nccs1)C(F)(F)F (stereo not drawn),0.6%
O=C(Cn1nnc(-c2ccccc2)n1)NCc1ccc2c(c1)OCO2,7.5%
CCS(=O)(=O)N1CCN(Cc2nc3ccccc3c(=O)[nH]2)CC1,12.7%
COc1ccc(N=C(C)c2c(O)n(C3CCCCC3)c(=O)[nH]c2=O)c(OC)c1,-4.7%
O=C(CN1CCOCC1)N1CCCc2c1c(=O)oc1ccc(OCc3ccccc3)cc21,-6.4%
CCOC(=O)c1cnc(-n2nc(C)cc2C)nc1NCc1ccc2c(c1)OCO2,-3.4%
COc1cc(OC)c(NC(=O)CCc2nc(-c3cccs3)no2)cc1Cl,-5.5%
COc1ccc(-n2c(=O)c(C)nc3cnc(N4CCOCC4)nc32)cc1,1.5%
CCn1c(=O)n(CC(=O)N2CCN(c3ccccc3F)CC2)c(=O)c2ccccc21,-0.1%
COc1ccc(/C(O)=C2/C(=O)C(=O)N(CCN(C)C)C2c2ccc(OC)c(OC)c2)c(C)c1 (stereo not drawn),-4.3%
COc1ccc(CNC(=O)c2noc3c2CCCCC3)cc1,-5.1%
CC(=O)Nc1ccc(S(=O)(=O)NCC2CCC(C(=O)N3CCN(c4ccccn4)CC3)CC2)cc1 (stereo not drawn),-2.8%
CCN=C(Nc1cccc(F)c1)SC1CC(=O)N(c2ccc(OC)cc2)C1=O (stereo not drawn),-2.0%
CCN1CCN(S(=O)(=O)c2cc(OC)ccc2OC)CC1,-0.5%
N[C@@H](C(=O)O)c1ccc(C(=O)O)c(C(=O)O)c1,-2.2%&-1.5%&-6.0%
O=C(O)CCc1ccc(-c2cccs2)n1NC(=O)c1ccccc1Br,-3.4%
NC(N)=NC(N)=Nc1cccc(Cl)c1,-0.7%&1.8%
CC(C)CNS(=O)(=O)c1ccc(CCC(=O)N2CCN(Cc3ccccc3)CC2)cc1,-1.3%
COC(=O)c1sccc1NC(=O)c1ccoc1C,8.2%
CCOc1ccc(-c2n[nH]c(C)c2Oc2ccccc2OC)c(O)c1,-3.8%
O=S(=O)(Nc1ccc2c(c1)OCCO2)c1cccs1,-2.0%
Cc1ccc(C(=O)O)c(C(=O)Nc2nc(C)cs2)c1,-2.9%
O=C(NCCc1ccccn1)c1ccc(S(=O)(=O)N2CCCCCC2)cc1,-0.7%
CCc1nc2ccccc2c(=O)n1NC(=O)c1c(O)c2ccccc2[nH]c1=O,-3.3%
O=C(CSc1ccc(Cl)cc1)c1ccco1,-7.3%
COCc1nn2c(N)c(C#N)cnc2c1-c1ccccc1,-3.2%
C/C(N)=C(/C#N)C(=O)CSc1nnnn1-c1ccc(C)cc1C,-2.3%
Cc1cc(NC(=O)c2oc3ccccc3c2C)ccc1-n1cnnn1,6.0%
Oc1cc2c(c(Cl)c1O)CCNC[C@H]2c1ccccc1,2.1%&-1.6%
# (listing goes on)
SMILES,AmpC inh det
COCc1cc(C)nc2sc(C(=O)OC(C)C)c(N)c12,-2.4%
CCOC(=O)N1CCC(Nc2c(N3CCN(c4cccc(C(F)(F)F)c4)CC3)c(=O)c2=O)CC1,-4.8%
CC(C)C[C@@H](CC(=O)N[C@@H](CCC(=O)O)CC(=O)O)NC(=O)[C@@H]1CCCC[C@H]1NC(=O)C[C@H](CCCN)NC(=O)C[C@H](Cc1c[nH]c2ccccc12)NC(=O)[C@@H]1CNCC[C@H]1N,2.5%
COc1ccc(NC(=O)C2CCCN2S(=O)(=O)c2ccc(F)cc2)cc1 (stereo not drawn),9.9%
CCOC(=O)N1CCC(NC(=O)Cn2cc3c(n2)CCC(C)C3)CC1 (stereo not drawn),9.0%
COc1ccc(N(CC(=O)Nc2ccccc2SC)S(C)(=O)=O)cc1OC,-3.0%
COC(=O)c1ccccc1NC(=O)c1ccccc1SC,-2.1%
OC1(c2ccc(F)cc2)CC2CCC(C1)N2Cc1nnnn1C1CCCCC1 (stereo not drawn),-0.1%
CCOc1cc2[nH]c(=O)n(CC3CCC(C(=O)NCCC(C)C)CC3)c(=O)c2cc1OCC (stereo not drawn),0.3%
CC(C(=O)O)N1C(=O)CSC1=S (stereo not drawn),8.9%
COc1ccc(N2CCCn3c2nc2c3c(=O)n(CCc3ccccc3)c(=O)n2C)cc1,-3.4%
CC(C)C(NC(=O)OCc1ccccc1)C(=O)NCC(=O)OC(C)(C)C (stereo not drawn),4.7%
CCC(=O)NCCSc1c[nH]c2ccccc12,-2.3%
Cc1cc(C)c2cc(C(c3nnnn3CC3CCCO3)N3CCN4CCCC4C3)c(=O)[nH]c2c1 (stereo not drawn),-3.7%
CC(C)[C@@H](CC(=O)N[C@@H]1CCCC[C@H]1C(=O)N[C@H](CC(=O)N[C@@H](CCC(=O)O)CC(=O)O)Cc1c[nH]c2ccccc12)NC(=O)C[C@H](Cc1c[nH]c2ccccc12)NC(=O)[C@@H]1CNCC[C@H]1N,-9.1%
CCCCCCn1c2c(c(=N)c3c1CCC3)CCC2,-4.3%

# The list is partial; the hit share may differ from the screen's.
